Screening results as filed in PubChem.
FadD28 binding: inhibitors of Mycobacterium tuberculosis FadD28 bisubstrate binding; FadD28 bisubstrate probe binding, fluorescence polarization; inhibition, % at 12.5 µM; 360,000 tested, 0.22% active; in the data active means inhibition above about 8.5%, passing the limit was not always enough; inconclusive means no clear call, values can overlap the other calls
PfHsp40 rescue: compounds rescuing yeast from Plasmodium falciparum HSP40 toxicity | 340,000 tested, 0.68% active | S. cerevisiae expressing PfHsp40, growth rescue, ATP luminescence | growth rescue, % at 12.5 µM; in the data active means growth rescue above about 28%, passing the limit was not always enough; inconclusive means no clear call, values can overlap the other calls;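 further: yeast W303a lacking pdr1 and pdr3 grown in galactose medium; growth measured after three days at 30 °C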
PrPC surface inh: reduces human prion protein on the cell surface; AID 720596; inhibition, % at 13.8 µM; cell surface PrPC, TR-FRET read-out; 370,000 tested, 0.43% active; P04156; in the data active means inhibition above about 24%; further: 0% = median of the test wells and 100% = reference compound wells
BoNT-F LC inh: BoNT F light chain protease inhibition | inhibition, % at 10 µM | Multiplex microsphere protease cleavage assay, flow cytometry | AID 588497 | 360,000 tested, 0.22% active; in the data active means inhibition above about 35%, passing the limit was not always enough; inconclusive means no clear call, values can overlap the other calls; further: plate controls were buffer without enzyme for full effect and enzyme alone for no effect
TcdB GH inh: TcdB glycohydrolase inhibition; P18177; TcdB glycohydrolase enzymatic assay, plate reader; inhibition, % at 9.99 µM; 350,000 tested, 0.24% active; AID 652162; in the data active means inhibition above about 10%
CCHFV vOTU inh: CCHFV vOTU protease inhibition | inhibition, % at 11.5 µM | Pep-AMC fluorescence | 370,000 tested, 0.55% active; in the data active means inhibition above about 30%; further: 0% = vehicle wells with enzyme and 100% = no enzyme wells
BoNT-A LC inh2: BoNT A light chain protease inhibition; multiplex microsphere protease substrate cleavage, flow cytometry; inhibition, % at 10 µM; 360,000 tested, 0.17% active; further: plate controls were buffer without enzyme for full effect and enzyme alone for no effect
Yp Topo-I inh: inhibitors of Yersinia pestis topoisomerase I. Y. pestis Topo-I cleavage product accumulation, plate reader. activity, % at 10 µM. 360,000 tested, 0.064% active. AID 504884; in the data active means activity above about 50%, passing the limit was not always enough; inconclusive means no clear call, values can overlap the other calls; further: inactives centre near 2
Anthrax LF prot: inhibitors of Bacillus anthracis lethal factor protease; 360,000 tested, 0.12% active; multiplex microsphere protease cleavage assay, LF; inhibition, % at 10 µM; further: plate controls were buffer without enzyme for full effect and enzyme alone for no effect
Target sequence (P15917 whole entry, looked up): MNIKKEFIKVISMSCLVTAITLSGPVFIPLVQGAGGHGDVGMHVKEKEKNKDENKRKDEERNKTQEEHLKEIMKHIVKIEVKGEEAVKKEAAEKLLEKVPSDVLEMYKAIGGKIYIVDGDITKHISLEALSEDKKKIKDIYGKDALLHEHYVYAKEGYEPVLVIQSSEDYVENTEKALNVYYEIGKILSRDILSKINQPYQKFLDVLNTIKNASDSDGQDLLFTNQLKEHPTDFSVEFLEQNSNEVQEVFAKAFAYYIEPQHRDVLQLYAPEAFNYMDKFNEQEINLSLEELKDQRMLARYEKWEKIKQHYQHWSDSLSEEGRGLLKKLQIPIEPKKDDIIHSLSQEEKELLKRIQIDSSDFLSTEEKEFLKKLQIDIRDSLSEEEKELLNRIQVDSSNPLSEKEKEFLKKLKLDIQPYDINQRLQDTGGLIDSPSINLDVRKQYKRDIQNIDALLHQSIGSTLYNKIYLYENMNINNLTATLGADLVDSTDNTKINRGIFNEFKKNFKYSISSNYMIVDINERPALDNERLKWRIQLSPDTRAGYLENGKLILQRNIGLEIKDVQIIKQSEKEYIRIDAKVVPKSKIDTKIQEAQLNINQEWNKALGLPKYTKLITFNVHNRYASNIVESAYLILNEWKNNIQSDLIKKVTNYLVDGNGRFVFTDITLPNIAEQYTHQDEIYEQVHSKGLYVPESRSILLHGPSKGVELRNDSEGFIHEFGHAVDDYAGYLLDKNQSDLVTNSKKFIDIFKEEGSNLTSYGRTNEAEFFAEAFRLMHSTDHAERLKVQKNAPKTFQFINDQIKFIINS
* marks the source's active call; other numbers are inactive results; ? = inconclusive; . = no result given. Unless noted, no stated cut-off is given here; in the data, active means inhibition above about 30%; inconclusive means no clear call, values can overlap the other calls; inactive means below that. An unsorted share of the library. About 2.3% of those tested had a hit in this group.

SMILES	FadD28 binding	PfHsp40 rescue	PrPC surface inh	BoNT-F LC inh	TcdB GH inh	CCHFV vOTU inh	BoNT-A LC inh2	Yp Topo-I inh	Anthrax LF prot
CN1CCN(CC(O)COc2ccc(S(=O)(=O)N3CCOCC3)cc2)CC1 (stereo not given)	1.1	-1.2	-9	6	-1.9	-2	2.4	6	0
COCCN(C(=O)c1ccc(N(C)S(=O)(=O)c2ccc(C)cc2)cc1)c1c(N)n(CC(C)C)c(=O)[nH]c1=O	-2.9	-0.4	1	1	-1.9	7	0.0	3	-10
CCOc1ccc(S(=O)(=O)N2CCC(C(=O)NCCc3ccc(S(N)(=O)=O)cc3)CC2)cc1	-3.4	0.7	3	-16	-1.2	-9	-1.2	5	8
COc1ccccc1CNC(=O)C(Cc1c[nH]c2ccccc12)NC(=O)OCc1ccccc1 (stereo not given)	-1.6	0.0	6	-8	.	1	0.6	2	-1
O=C(Cc1ccccc1)N1CCC(c2nc(-c3ccc(F)cc3)no2)CC1	-4.0	-0.6	-4	12	.	-8	9.5	30	-10
COc1ccc(NC(=O)CC2C(=O)N(c3cccc(OC)c3)C(=O)N2CCC(C)C)cc1 (stereo not given)	-3.6	15	-2	-1	.	-2	3.5	0	1
COc1ccc(C(=O)N2CCN(Cc3ccccc3)CC2)cc1[N+](=O)[O-]	0.0	0.0	-2	?	-0.2	1	-1.0	4	-9
O=C(CN1C(=O)CCS(=O)(=O)c2ccccc21)NCc1ccccc1	-3.3	-0.9	3	5	.	-3	-0.7	0	2
COc1ccc(C(=O)NCCCNC(=O)c2ccccn2)cc1Br	-4.6	-0.2	4	6	1.9	-9	0.2	-11	3
CC(=O)Nc1ccc(N=Cc2c(O)n(Cc3ccco3)c(=O)[nH]c2=O)cc1	-5.9	0.3	-4	?	1.0	2	-2.7	6	-27
COc1cccc2cc(S(=O)(=O)c3ccc(C)cc3)/c(=N/NS(=O)(=O)c3ccc(C)cc3)oc12	-2.6	1.7	-3	5	3.0	-3	-0.3	4	0
CCOC(=O)[C@]12CCCC=C1N(Cc1cccc3ccccc13)C(=O)[C@H](CC(=O)NCC1CCCCC1)C2	.	.	3	2	-0.8	4	0.7	.	2
COc1cc2c(cc1OC)C(c1ccccc1)CC2=O (stereo not given)	-1.0	-1.1	1	-13	1.1	-1	0.0	-10	-1
O=C(CN1C(=O)C2CCCCC2C1=O)Nc1cccc(C(F)(F)F)c1 (stereo not given)	-2.8	0.3	5	4	1.7	0	0.6	2	2
O=S(=O)(c1ccc(F)cc1)N1CCN(c2ccccc2)CC1	-2.9	1.1	1	-1	.	3	0.4	-1	0
Cc1ccc(OCC(=O)NN2C(=O)c3ccccc3C2=O)c(C)c1	-1.3	-0.1	1	2	.	6	-1.4	0	1
O=C(NCCCc1ccccc1)c1ccc([N+](=O)[O-])cc1Cl	0.4	-0.2	-28	-11	2.2	-9	-0.4	-1	-10
COc1ccc(CNC(=O)CN2C(=O)CSc3ccc(S(=O)(=O)N4CCOCC4)cc32)cc1	-2.4	-0.7	5	-2	-6.2	7	-0.2	-13	0
N#CC(=C=[N-])c1nc2ccccc2nc1-[n+]1cccc(NC(=O)c2cccs2)c1	-1.5	0.5	1	-4	0.9	3	1.2	-4	-10
O=C(CC(c1ccccc1)c1ccccc1)NCc1cccnc1	-0.8	0.6	1	-3	.	-14	1.8	-3	7
C/C(=C\C(=S)Nc1ccccc1)Nc1ccc2ccccc2c1	-4.3	-2.2	-7	-9	0.1	-11	13	-31	4
C=CCNC(=O)[C@@H]1CSC2c3ccc(OC)c(OC)c3C(=O)N21 (stereo not given in full)	-1.1	-1.1	1	-16	-0.8	-5	1.1	3	1
CC1(C)Cc2cccc(OCC(=O)O)c2O1	1.0	6.4	2	10	.	-3	0.3	3	5
N/C(=N/OCc1cccc([N+](=O)[O-])c1)c1nonc1N	-1.6	0.2	-11	-4	0.1	-9	-0.1	-6	0

Single records, as listed above. Order of values: FadD28 binding	PfHsp40 rescue	PrPC surface inh	BoNT-F LC inh	TcdB GH inh	CCHFV vOTU inh	BoNT-A LC inh2	Yp Topo-I inh	Anthrax LF prot
CC1(C)Cc2cccc(OCC(=O)O)c2O1 across the screens: 1.0	6.4	2	10	.	-3	0.3	3	5
O=C(CN1C(=O)C2CCCCC2C1=O)Nc1cccc(C(F)(F)F)c1 (stereo not given) across the screens: -2.8	0.3	5	4	1.7	0	0.6	2	2
O=S(=O)(c1ccc(F)cc1)N1CCN(c2ccccc2)CC1 across the screens: -2.9	1.1	1	-1	.	3	0.4	-1	0
N/C(=N/OCc1cccc([N+](=O)[O-])c1)c1nonc1N across the screens: -1.6	0.2	-11	-4	0.1	-9	-0.1	-6	0
C=CCNC(=O)[C@@H]1CSC2c3ccc(OC)c(OC)c3C(=O)N21 (stereo not given in full) across the screens: -1.1	-1.1	1	-16	-0.8	-5	1.1	3	1

The listing continues.
SMILES	FadD28 binding	PfHsp40 rescue	PrPC surface inh	BoNT-F LC inh	TcdB GH inh	CCHFV vOTU inh	BoNT-A LC inh2	Yp Topo-I inh	Anthrax LF prot
CC(C)(C)C(=O)C[n+]1cccc(C(N)=O)c1	-1.4	-0.2	4	-9	-0.1	-6	-0.6	-3	-3
Cc1cccc(NC(=O)CCC(=O)c2cccs2)n1	0.7	0.1	-4	.	-1.0	-9	.	-15	.
O=c1c2c(nc3cc(-c4cccc(Cl)c4)[nH]n13)CCCC2	-1.5	-0.3	3	-5	1.1	-5	0.2	-2	1
COc1ccc(N2C(=O)C3CC(C)=C(C)CC3C2=O)c(OC)c1 (stereo not given)	0.3	0.1	-1	-4	.	1	0.2	-1	-26
COc1ccc(Cc2c(-c3ccc(C)cc3)nc3c(C)cc(Br)cn23)c(C)c1	-1.4	.	10	-2	-5.1	9	0.8	.	-10
O=C(Nc1ccc(Oc2ccc(NC(=O)Nc3ccc([N+](=O)[O-])cc3)cc2)cc1)Nc1ccc([N+](=O)[O-])cc1	-0.3	-2.0	-1	8	-0.1	0	4.3	-6	-3
O=S(=O)(Nc1ccccc1N1CCCCC1)c1ccc(F)cc1	-1.7	-1.1	4	?	2.8	6	-0.7	8	-4
O=C(O)CCn1nnc(-c2ccccc2)n1	-0.7	-0.4	3	4	-0.1	1	0.5	0	-8
COC(=O)c1ccc(COC(=O)CNC(=O)c2ccco2)cc1	-1.1	1.5	0	-9	.	-13	-0.4	5	-1
CCn1c(C(c2ccccc2)c2ccccc2)n[nH]c1=S	1.0	-1.0	2	-7	.	6	-0.3	0	-2
OC(c1ccccc1)c1nc(-c2ccc(F)c(Cl)c2)cs1 (stereo not given)	-3.2	.	4	1	-1.7	1	0.3	9	-4
O=C(Nc1ccon1)C1CCN(S(=O)(=O)c2cccs2)CC1	-1.5	-0.6	-1	-3	.	3	-0.1	-5	4
CC(=O)Nc1ccc(NC(=O)CSc2nnc(-c3ccccc3)n2Cc2ccc3c(c2)OCO3)cc1	-1.5	-0.1	1	0	.	-2	-0.2	10	-5
O=C1c2cccc3c(O)ccc(c23)C(=O)N1Cc1ccccc1	0.9	-0.3	-11	111*	.	12	1.2	-2	51*
COCc1cccc(-c2csc(C(O)c3ccccc3)n2)c1 (stereo not given)	-0.3	.	0	-5	0.3	-14	-0.4	14	-4
CC(=O)Nc1sc(N/N=C/c2ccc(N(C)C)cc2)nc1-c1ccc(C)cc1	0.9	.	-5	-13	-4.1	-73	0.8	-19	-4
COc1ccc(C2CC(c3ccc(Cl)cc3)=NN2C(C)=O)cc1 (stereo not given)	-5.0	0.2	6	-30	0.5	10	-0.7	22	2
Cc1ccc2c(Cl)c(C(=O)NC3CC3)sc2c1	-3.1	-1.1	3	7	-0.7	3	1.0	7	-1
CC(=O)NCC(=O)OCN1C(=O)c2ccccc2C1=O	0.3	-0.6	9	6	.	10	-0.2	-5	2
COc1ccc(N(CC(=O)NCC2CCCO2)C(=O)CCC(=O)Nc2nccs2)c(OC)c1 (stereo not given)	-0.3	-1.0	-5	11	1.4	-3	1.0	4	0
CC(C)NC(=O)c1ccc(OC2CSC2)cc1	-3.5	-0.3	4	-1	.	1	-0.1	2	0
CC(=O)O[C@H]1[C@@H](O)[C@H](O)[C@H](Oc2c(O)c(C)c3c4c2[C@@H](C)CC[C@@H]4[C@@H](C)C[C@H]3C=C(C)C)O[C@H]1C	-11	125*	-3	-2	-0.6	8	-0.4	1	-5
CCCCSc1nc2c(c(=O)[nH]c(=O)n2C)n1CCc1ccccc1	-0.3	0.6	1	-14	1.1	1	-1.4	5	-9
C=CCn1cccc(C(=O)Nc2ccc(Cl)cc2)c1=O	.	0.3	13	2	0.6	-4	-2.8	-5	-1
Cc1cccc(CN2CCN([C@@H]3CS(=O)(=O)N[C@H]3COCc3ccccc3)CC2)c1	-2.9	.	5	0	-2.3	1	0.3	.	-7
O=C(Nc1ccc(O)c2c(=O)cc(-c3cccc(Cl)c3)oc12)c1ccc(F)cc1	2.5	-1.4	0	-2	1.6	-4	0.8	3	-6
Cc1c(C(=O)NCc2ccccn2)oc2ccc(Br)cc12	-4.3	0.3	3	-7	7.5	3	-1.9	9	-1
NS(=O)(=O)c1cccc(NC(=O)COC(=O)c2ccccc2C(=O)c2ccccc2)c1	-2.8	-1.1	-4	-8	-0.7	-12	-0.8	0	-9
COC(=O)COc1cccc2c(=O)n(CC(=O)NCc3ccccc3)ccc12	-3.0	-1.1	-9	4	1.0	-8	-0.5	-1	-10
CCN1C(=O)C(CC(=O)NCc2ccc(Cl)cc2)N(CC)C1=O (stereo not given)	-1.2	0.0	.	-1	-0.5	.	-1.1	5	0
Cc1ccc(N2C(=O)N(C(C)C)C(C)(C)CC2(C)O)cc1 (stereo not given)	-2.8	-0.7	0	10	-0.4	-6	1.1	3	-5
CCOC(=O)C1=C(N)n2c(s/c(=C\c3cccnc3)c2=O)=C(C(=O)OC)C1c1cccnc1 (stereo not given)	-1.9	-1.2	-3	-2	.	0	-0.5	-7	-3
Cc1cc(C)nc(SCCS(=O)Cc2ccc(Cl)cc2)n1 (stereo not given)	-2.7	-0.1	1	3	.	-4	0.7	-3	-4
Cc1ccsc1C(=O)NNC(=O)c1ccc(NS(=O)(=O)c2cccs2)cc1	0.3	6.2	-2	-3	0.4	-4	-1.1	9	-1
NN=C(N)N	-3.1	-1.3	10	-10	-6.7	9	-0.9	0	-7
CCN1/C(=C/C=C/C=C/C=C/c2sc3ccccc3[n+]2CC)Sc2ccccc21	-1.4	-0.5	-3	-250	1.6	5	7.7	7	-75
COC(=O)c1ccc(NC(=O)CN2CCN(c3ccccn3)CC2)cc1	-3.6	4.1	2	-6	1.4	-5	-2.0	7	5
CCNC(=S)Nc1ccc(C)c(Cl)c1	-1.4	0.1	-1	0	2.0	-1	-0.4	3	-1
CC(=O)c1ccc(-c2ccc(-c3cc(=O)oc4c(C(C)C)ccc(C)c34)cc2)cc1	0.9	0.6	-2	-3	0.7	6	0.3	6	-1
CC1CN(C2CCN(C(=O)c3ccccc3)CC2)CC(C)O1 (stereo not given)	-0.1	2.7	1	1	.	6	-0.3	-1	-2
O=S(=O)(c1ccc(Br)cc1)N1CCN(c2ccccc2)CC1	-1.9	-0.6	-3	-4	0.4	1	-0.1	6	7
O=C(c1ccc(C#CC2(O)CCCCC2)cc1)N1CCN(C(c2ccccc2)c2ccccc2)CC1	-1.5	0.0	19	-5	.	19	-0.2	15	-3
Cc1c(NS(=O)(=O)c2cc(C(=O)NC(C)c3ccccc3)ccc2Cl)c(=O)n(-c2ccccc2)n1C (stereo not given)	-4.4	1.1	-3	3	0.6	5	0.8	7	-2
O=C(O)c1ccc(N=Cc2c(O)n(Cc3ccc(F)cc3)c(=O)[nH]c2=O)cc1	-5.3	-1.6	4	-10	1.2	-2	-2.4	-2	-9
COc1ccc(CCNC(=O)CCCn2c(=O)c3cccn3c3cccnc32)c(OC)c1OC	0.1	0.4	-4	1	-0.2	11	-2.7	-5	1
CCCSc1nnc2n(N)c(=O)c3ccccc3n12	0.9	-0.4	7	-1	.	16	0.1	7	2
